m-calpain inh – inhibitors of pig calpain II, primary screen, biochemical, fluorogenic peptide substrate, 1536-well. purified calpain II, 30 min. inhibition, % at 16 µM. 220,000 tested, 0.37% active. AID 1236, 2008;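 active means inhibition above about 50%, limit read from the data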
Cl transport mod – KCC2 cotransporter modulators, thallium flux, primary screen, cell-based, HEK293 KCC2, FluoZin-2 fluorescence, MLSMR | Solute carrier family 12 member 5 (Homo sapiens), Q9H2X9 | KCC2 cells, thallium flux FluoZin-2 fluorescence | B-score of Tl+ flux slope (higher = more flux/activation; lower = inhibition) at 10 µM | 190,000 tested, 2.2% active;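 active means thallium flux slope and its plate-corrected score both differing from the plate sample mean at a set confidence after two filtering rounds, in either direction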;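 further: slope of fluorescence scaled to starting intensity during 10 to 20 s after thallium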
Target sequence (Q9H2X9 whole entry, looked up): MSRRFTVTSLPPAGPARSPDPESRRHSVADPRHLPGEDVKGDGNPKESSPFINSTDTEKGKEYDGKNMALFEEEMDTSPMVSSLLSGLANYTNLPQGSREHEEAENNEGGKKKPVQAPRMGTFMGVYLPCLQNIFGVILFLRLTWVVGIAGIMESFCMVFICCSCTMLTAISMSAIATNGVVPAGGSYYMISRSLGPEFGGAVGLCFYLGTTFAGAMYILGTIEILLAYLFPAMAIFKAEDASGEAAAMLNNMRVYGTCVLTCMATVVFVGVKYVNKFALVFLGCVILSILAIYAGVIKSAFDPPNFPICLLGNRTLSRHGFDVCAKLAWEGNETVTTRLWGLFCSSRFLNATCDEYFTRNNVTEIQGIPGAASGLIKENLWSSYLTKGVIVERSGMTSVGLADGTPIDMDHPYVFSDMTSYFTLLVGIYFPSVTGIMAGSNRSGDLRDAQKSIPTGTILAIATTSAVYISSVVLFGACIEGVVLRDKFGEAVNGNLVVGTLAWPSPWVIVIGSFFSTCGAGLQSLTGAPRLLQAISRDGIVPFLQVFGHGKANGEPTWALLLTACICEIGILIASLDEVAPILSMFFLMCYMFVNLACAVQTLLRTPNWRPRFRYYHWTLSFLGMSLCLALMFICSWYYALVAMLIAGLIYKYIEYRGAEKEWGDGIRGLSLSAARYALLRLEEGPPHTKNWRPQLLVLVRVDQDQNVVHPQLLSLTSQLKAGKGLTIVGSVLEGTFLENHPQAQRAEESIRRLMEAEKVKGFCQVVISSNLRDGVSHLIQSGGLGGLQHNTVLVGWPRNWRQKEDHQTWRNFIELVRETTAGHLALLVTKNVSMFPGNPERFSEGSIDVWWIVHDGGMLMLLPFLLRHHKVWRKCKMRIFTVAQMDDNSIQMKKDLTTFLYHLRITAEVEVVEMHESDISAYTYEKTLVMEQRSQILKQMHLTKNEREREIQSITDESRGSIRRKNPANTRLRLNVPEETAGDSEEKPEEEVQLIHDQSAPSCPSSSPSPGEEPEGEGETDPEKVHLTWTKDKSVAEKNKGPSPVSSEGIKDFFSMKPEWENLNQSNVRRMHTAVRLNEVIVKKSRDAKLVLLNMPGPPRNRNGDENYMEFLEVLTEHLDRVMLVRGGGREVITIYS
Thrombin inh – human alpha-thrombin inhibitors, primary screen, counter-screen for coagulation protease inhibitor project, biochemical, 1536-well, fluorogenic AMC substrate | Boc-VPR-AMC fluorogenic substrate cleavage | inhibition, % at 5 µM | Prothrombin (Homo sapiens), P00734 | 220,000 tested, 0.26% active;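 active means inhibition at or above 40%; inactive means inhibition below 40%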;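 further: 0% = enzyme with no compound and 100% = wells without enzyme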
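Test system: human alpha-thrombin protein / Dosing: one concentration per compound, 5 µM, with 0.2% DMSO / Medium: pH 7.5 Tris-saline with Tween 20 / Benchmarks: no-compound enzyme wells and no-enzyme blanks / Read-out basis: percent inhibition of thrombin substrate cleavage / Timing: reaction at room temperature / Measured by: fluorescence, ex 355 nm, em 460 nm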
TRPML3 ag – human TRPML3 channel agonists, primary screen, cell-based, HEK293 TRPML3-YFP, Fluo-8 calcium fluorescence, 3 µM; Mucolipin-3 (Homo sapiens), Q8TDD5; 220,000 tested, 0.29% active; AID 1448, 2008; activation, % at 3 µM; 100% = the carbachol control signal;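 active means activation above its plate's cutoff, the mean activation of the plate's test wells plus 3 SD, cut at about 12% in these data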;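 further: 0% = DMSO only wells and 100% = carbachol wells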
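Test system: HEK293 cells stably carrying human TRPML3-YFP; Doses: single dose, 3 µM final nominal compound, 0.3% DMSO final; Schedule: dye loading 1 h 37 °C then 30 min ambient, 125 s read; Technique: Fluo-8 calcium fluorescence; Benchmarks: high control carbachol 87 µM, low control DMSO.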
TbHK1 inh – Trypanosoma brucei hexokinase 1 inhibitors, primary screen, biochemical, G6PDH-coupled NADH absorbance, MLSCN library. hexokinase 1 [Trypanosoma brucei]. recombinant TbHK1, G6PDH-coupled NADH A340. inhibition, % at 10 µM. 220,000 tested, 0.11% active;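 active means inhibition of 50% or more in the single-dose primary screen; inactive means inhibition below 50%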
EBV gp42 block – Epstein-Barr virus gp42 inhibitors, primary screen, biochemical, uHTS, fluorescence polarization. Glycoprotein 42 (Epstein-Barr virus (strain AG876)), Q1HVG2. Fluorescence polarization binding assay, mP read-out. inhibition, % (tested at 21.74 µM). 220,000 tested, 0.42% active; in the data active means inhibition above about 50%
PPC-1+TRAIL kill – compounds killing PPC-1 cancer cells with TRAIL present, primary screen, TRAIL potentiator project, ATPLite luminescence, uHTS. PPC-1 cells + TRAIL, ATPLite viability luminescence. 220,000 tested, 0.41% active. cell killing (% activity), % at 4 µM;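 active means cell killing above 50% in the first pass at 4 µM, then a duplicate retest at 5 µM averaging 50% or more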;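 further: plate controls were cells with TRAIL plus DMSO for no effect and medium-only wells lacking cells for full effect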
zfTRPN1 agonist – zebrafish TRPN1 channel agonists, primary screen, cell-based, HEK293, calcium fluorescence | transient receptor potential cation channel N1 (TRPN1/NompC), Danio rerio | HEK293 zebrafish TRPN1-YFP, Fluo-8 calcium fluorescence; 100% = response to 87 µM carbachol | activation, % at 3 µM | 220,000 tested, 0.18% active | AID 1424, 2008;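 active means activation above its plate's cutoff, the mean activation of test wells on that plate plus 3 SD, cut at about 19% in these data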;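 further: 0% = DMSO alone and 100% = 87 µM carbachol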
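Control set: carbachol 87 µM as high control, DMSO as low control; system: HEK293 stable line with zebrafish TRPN1-YFP; read-out: % activation versus carbachol response; detection: intracellular calcium fluorescence with Fluo-8; doses: single test compound dose, 3 µM nominal, 0.3% DMSO; schedule: dye 1 h 37 °C plus 30 min RT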
Furin inh – human furin inhibitors, primary screen, biochemical, fluorescence intensity. P09958. purified furin, fluorogenic substrate cleavage. inhibition, % at 30 µM. 220,000 tested, 0.061% active. AID 463115, 2010; in the data active means inhibition above about 25%; further: inactives centre near -15
Numbers without * were called inactive; i = inactive; x = no result given; [ ] = dose if it differs, or a comment.

Structure,m-calpain inh,Cl transport mod,Thrombin inh,TRPML3 ag,TbHK1 inh,EBV gp42 block,PPC-1+TRAIL kill,zfTRPN1 agonist,Furin inh
COc1ccc(C2/C(=C(/O)c3ccccc3)C(=O)C(=O)N2c2ccccn2)c(OC)c1 (centres undefined),0,-0.0094,-4,0.2,-20,-5,8,0.1,-8
O=C(CN1C(=O)COc2ccccc21)Nc1ccc(F)cc1,22,0.048,-7,0.1,6,8,-15,0.3,-21
COc1ccccc1Oc1ccc(N/C=C/C(=O)c2ccco2)cc1,-23,0.37,-6,0.9,-7,7,24,1.2,-21
COc1ccc2c(CC(=O)N3CCc4ccccc43)coc2c1,13,-1,-6,0.5,17,-26,31,-0.6,-17[20 µM]
CN(C)CC(=O)Nc1ccc2cn[nH]c2c1,-11,x,-4,1.8,-3,-3,14,0.1,-31
Cc1cc2oc(=O)cc(CN3CCOCC3)c2cc1C,-13,6.9*,-3,-0.2,-14,6,24,-0.6,-23[20 µM]
O=C(NCc1ccco1)c1ccc(=O)oc1,-16,x,-4,1.6,-89,-7,-5,-0.8,11
Cc1ccc([N+](=O)[O-])cc1NC(=O)CN1CCC(C)CC1,-23,-1.4,0,-0.6,-3,-5,-12,-0.1,-14[20 µM]
CCc1nnc(NS(=O)(=O)c2ccc(NC(=O)c3ccccc3)cc2)s1,17,-0.032,-2,-0.5,-2,-13,-15,0.6,-3
O=C1NC(=O)C2C1C(c1ccc([N+](=O)[O-])cc1)=NN2Cc1ccccc1 (centres undefined),23,-0.77,0,1.2,2,2,6,0.1,4
O=C(CSc1cccc2cccnc12)OCC(=O)c1ccccc1,i,-0.74,-1,-0.2,-3,-14,41,1.8,-21[20 µM]
COc1cccc(OCc2cc(/C=N/NC(=O)c3nc(Cl)c(Cl)c(N)c3Cl)ccc2OC)c1,i,0.63,-4,0.6,-20,-42,7,0.2,-20[20 µM]
COc1cc2c(cc1NC(=O)COC(=O)[C@@H](NC(=O)c1ccccc1F)C(C)C)oc1ccccc12,4,-0.36,-6,0.4,-14,0,14,0.5,-19
Cc1ccc(C)c(NC(=O)COc2cccc3c2CCN(Cc2ccccc2)C3=O)c1,-3,-0.39,-7,0.5,-3,22,2,-0.9,-24
O=[N+]([O-])c1cccc(-c2ccc3nnc(SCc4ccccn4)n3n2)c1,-22,0.25,-8,0.2,-6,-7,8,0.4,-17
C=CCOC(=O)C(=O)/C=C/c1c(C)n(C)n(-c2ccccc2)c1=O,-17,0.9,0,0.3,-58,-6,-1,-0.3,-14
COCC1CCCN(Cc2nc(Cc3ccccc3)no2)C1 (centres undefined),12,-0.28,-8,0.9,-2,5,2,0.9,-13
O=C(c1ccccc1S(=O)(=O)NCc1ccccc1)N1CCCCC1,-2,0.035,-1,x,3,-7,-16,x,-26
CCOC(=O)c1sc2ncn(C(C)C(=O)OC)c(=O)c2c1C (centres undefined),-17,-0.87,-1,-0.3,-4,-10,12,-0.6,-19[20 µM]
O=C(CSc1ncnc2sc3c(c12)CCCC3)N1CCC(c2noc3ccc(F)cc23)CC1,-129,0.71,0,-0.5,-5,-32,7,0.2,-14[20 µM]

Results in zfTRPN1 agonist and PPC-1+TRAIL kill, for five of the compounds above:
SMILES	zfTRPN1 agonist	PPC-1+TRAIL kill
COc1cccc(OCc2cc(/C=N/NC(=O)c3nc(Cl)c(Cl)c(N)c3Cl)ccc2OC)c1	0.2	7
COc1cc2c(cc1NC(=O)COC(=O)[C@@H](NC(=O)c1ccccc1F)C(C)C)oc1ccccc12	0.5	14
Cc1ccc(C)c(NC(=O)COc2cccc3c2CCN(Cc2ccccc2)C3=O)c1	-0.9	2
O=[N+]([O-])c1cccc(-c2ccc3nnc(SCc4ccccn4)n3n2)c1	0.4	8
C=CCOC(=O)C(=O)/C=C/c1c(C)n(C)n(-c2ccccc2)c1=O	-0.3	-1

Remaining list, next part
Structure,m-calpain inh,Cl transport mod,Thrombin inh,TRPML3 ag,TbHK1 inh,EBV gp42 block,PPC-1+TRAIL kill,zfTRPN1 agonist,Furin inh
O=C(NCCOC(=O)c1ccccc1C(=O)OCCNC(=O)c1cccnc1)c1cccnc1,-39,x,-1,0.6,1,-7,-2,-0.9,-19[20 µM]
O=C(Nc1ccc2ccccc2c1)c1cccc(F)c1,-6,-0.14,-7,-0.1,-8,3,10,0.9,-9
Cc1ccc(N2CC(C(=O)NCc3cccnc3)CC2=O)cc1 (centres undefined),-25,-0.039,-4,0.4,4,-12,5,1.3,-6[20 µM]
CCOC(=O)c1c(C)[nH]c(C)c1C(=O)COC(=O)c1cccc(C)c1O,4,-1.2,-1,0.9,-1,11,37,0.0,-5
Fc1ccc(NC(=S)N2CCCN(c3ccc(C(F)(F)F)cn3)CC2)c(F)c1,-17,x,-3,4.8,-2,-7,17,12,-14
O=C(NCc1ccc2c(c1)OCO2)NC1CCCCC1,-19,0.029,0,0.5,-4,1,10,0.1,-37
COc1ccc(CC(=O)Nc2nnc(C)s2)cc1,-6,x,5,0.0,-7,-3,11,-0.9,-12[20 µM]
Cn1c(=Nc2ccccc2)sc2ccccc21,28,0.09,17,-0.4,-6,5,-2,-1.9,-14[20 µM]
O=C(Nc1ccccc1Cl)c1ccc(S(=O)(=O)N2CCOCC2)cc1,-1,x,-2,0.7,3,-1,2,2.5,-14
O=C1NC(=O)/C(=C\c2ccc(N3CCOCC3)o2)N1,-15,-0.034,-2,-0.3,-13,-161,23,0.4,-1
Cc1c(C=O)c(=O)n(-c2ccccc2)n1-c1ccccc1,7,0.34,-5,-0.3,-2,-12,6,1.1,-25
Cc1ccc(C(=O)N2CCN(c3ccc(NC(=O)CSc4ccc(Cl)cc4)cc3)CC2)cc1,-7,0.13,-3,0.7,-1,4,8,1.0,-29
CCOc1ccc(NS(=O)(=O)c2ccc3[nH]cc(C(=O)NCC4CCCO4)c(=O)c3c2)cc1 (centres undefined),-28,0.056,-4,0.1,-2,-5,x,-0.2,-27
CCOc1ccc(C(=O)NC(=S)NC2CCCC2)cc1[N+](=O)[O-],8,1.6,-2,1.2,35,-6,-1,0.7,-16
O=C(NNC(=S)NC(=O)c1cccnc1)c1ccc(F)cc1,0,2.7,0,-0.5,-23,-16,3,-0.3,-14
CC(=O)Nc1ccc(NC(=O)C(C)Oc2ccccc2F)cc1 (centres undefined),15,0.27,-2,1.4,5,3,17,-0.6,-24[20 µM]
CCOC(=O)c1[nH]c(C)c(C(=O)NCc2ccccn2)c1C,15,-0.85,0,0.1,1,-8,-11,1.6,0[20 µM]
CNC(=O)/C(C#N)=C\c1cc(C)n(-c2ccc(N3CCOCC3)cc2)c1C,-63,-0.16,-11,0.0,-9,-4,6,0.5,-11
CCSc1nnc(NC(=O)c2cc(C)nc3ccccc23)s1,-3,-0.024,1,0.2,-3,-44,8,1.6,-11[20 µM]
CCN1CCN(C(c2ccccc2)c2nnnn2CCc2ccc(OC)c(OC)c2)CC1 (centres undefined),-10,1.2,-2,0.6,0,-22,17,1.8,-29
CN(C)S(=O)(=O)c1ccc2c(c1)nc(CCC(=O)O)n2C,14,-0.09,-15,0.4,4,-11,18,-1.0,-25
COCCCNC(=O)C(=O)C1C(=O)Nc2ccccc21 (centres undefined),-13,2.2,-3,1.2,-14,1,-3,0.7,-24
COc1cccc(N2CCN(C(=O)CSc3ccc(F)cc3)CC2)c1,6,-1.2,-4,0.2,-4,-14,9,0.9,-22
CN(C)C(=O)c1noc2cc([N+](=O)[O-])ccc12,-20,x,0,1.0,-2,-7,0,0.3,1[20 µM]
CCOc1ccc(S(=O)(=O)NCC(=O)N(C)Cc2cccnc2)cc1,-17,0.9,1,0.2,-9,-10,8,-1.7,-19[20 µM]
Cn1c(C(=O)NCCC2=CCCCC2)cc2c(=O)n3ccccc3nc21,i,-0.55,-10,-0.1,5,-7,19,-1.4,-10[20 µM]
O=c1c2nccnc2[nH]c(=S)n1Cc1ccccc1,-22,0.93,4,0.7,-4,-3,7,0.1,-9
CCc1ccc(C(=O)COC(=O)c2ccc(Cl)nc2)cc1,5,0.043,-3,-0.1,0,-14,10,-1.7,-19
O=C(NCCOc1ccccc1Cl)C(=O)Nc1ccccc1,-5,-0.016,-12,0.1,-2,-4,-2,0.0,8
CCN(CC)C(=O)c1cc2c(=O)n3cccc(C)c3nc2n1C,i,x,-1,0.6,-20,-8,-4,2.5,-33
Cn1c(CO)cnc1SCc1ccc(F)cc1,9,0.14,-7,1.0,2,7,-30,0.5,-17
CCCC(=O)Nc1ccc(NC(=S)NC(=O)c2ccccc2[N+](=O)[O-])cc1,16,-0.04,-5,0.0,3,-27,12,1.9,-13
Cc1nnc(NC(=O)c2cc3n(n2)C(C(F)(F)F)CC(C2CC2)N3)s1 (centres undefined),-11,x,0,0.5,1,-22,3,0.7,-21
COc1ccc(/C=N/OCC(=O)Nc2nc3ccccc3s2)cc1OC,-1,-1.1,-2,0.5,-8,-3,18,-1.3,2
CCOC(=O)c1c(C(F)(F)F)nc2ncccn12,-30,x,3,0.1,-7,-12,26,0.4,-14[20 µM]
CCOC(=O)C1=C(CC)OC(N)=C(C#N)C1c1ccc(F)cc1F (centres undefined),33,-1.8,-7,-0.9,-3,-22,13,-2.6,-17
Cc1ccnc(N2CCC(C(=O)NNC(=O)c3ccccc3C)CC2)n1,1,0.041,1,0.2,3,1,1,0.9,-10
CCc1ccccc1NC(=O)CC(c1ccc(OC)cc1)n1cccc1 (centres undefined),9,-0.49,-9,0.3,6,-9,18,1.1,-3
CCOc1ccc(N=Nc2c(N)[nH][nH]c2=O)cc1,26,-0.74,0,0.2,-10,-16,19,-1.5,1
COc1ccc2nc(Nc3nc(-c4ccncc4)cs3)sc2c1,-2,0.32,-5,-0.3,-5,-1,-5,-0.3,-25
CN1CCN(C(=O)c2cc3c(ccc4ccccc43)oc2=O)CC1,i,0.39,-9,1.0,-25,16,-8,0.6,-250
CCC/C(O)=C1\C(=O)CCCC1=NCCc1ccc(OCC)c(OCC)c1,17,-3.4,-5,0.3,-1,5,-1,-0.8,-19

Screening results from PubChem.
